RNase H inhibition: RNase H inhibition, HIV 1 Gag Pol polyprotein, FRET biochemical assay, screening (AID 372) | HIV-1 RT RNase H, FRET RNA/DNA substrate fluorescence; higher % means a stronger effect | 0.77% of 100,000 active | inhibition, % at 10 µM; hits with a dose series show IC50 in µM; in the data active = inhibition above about 50%
* hit, by the source's call. An excerpt; count on the stated rates, not on these rows.

Preview, 2 compounds:
smiles,RNase H inhibition
O=C(Nc1ccccc1)Nc1nnc(C23CC4CC(CC(C4)C2)C3)s1,11.0%
Cc1ccc(N2C(=O)NC(=O)/C(=C\c3cccc(C)c3)C2=O)cc1,5.0%

This part in full, from the first entry:
smiles,RNase H inhibition
O=C(Nc1ccccc1)Nc1nnc(C23CC4CC(CC(C4)C2)C3)s1,11.0%
Cc1ccc(N2C(=O)NC(=O)/C(=C\c3cccc(C)c3)C2=O)cc1,5.0%
CCCCOc1ccc(C(=S)N2CCOCC2)cc1,3.0%
O=C1Nc2ccccc2/C1=c1/sc2nc3ccccc3n2c1=O,5.0%
Cc1ccc(NC(=O)C(=O)NNC(=O)c2ccc(C(C)(C)C)cc2)cc1Cl,7.0%
COc1cccc(NC2=NC3(CCCC3)N=C(N)N2)c1,9.0%
CC1=NN(c2ccc(S(N)(=O)=O)cc2)C(=O)/C1=C\c1ccc(-c2cc([N+](=O)[O-])ccc2Cl)o1,46.0%
COc1ccc(-c2cc(C(=O)N3CCCC3)c3ccccc3n2)c(OC)c1,6.0%
COc1ccccc1N1CCN(C(=O)/C=C/c2ccc(C)cc2)CC1,4.0%
COc1cc(CN2CCCC(C)C2)cc(OC)c1 (centres undefined),8.0%
CC(=O)Nc1ccc2c(c1)C1C=CCC1C(C(=O)O)N2 (centres undefined),18.0%
O=S(=O)(NCCSc1ccccc1)c1cccs1,10.0%
CC(=O)Oc1ccc(/C=C(/NC(=O)c2ccccc2)C(=O)Nc2ccc(C(=O)O)cc2)cc1,7.0%
CS(=O)(=O)N(CC(=O)NCCSc1ccccn1)c1cccc(Cl)c1,9.0%
CC(=O)CC(=O)Nc1ccccc1-c1ccccc1,2.0%
O=C(NNC(=O)c1cccc(C#Cc2ccccc2)c1)c1ccc(Br)cc1,46.0%
Cc1ccc(C(=O)NCC(=O)c2ccccc2)cc1,20.0%
O=C(COc1ccccc1)Nc1ccc2oc(-c3ccc(Cl)cc3)nc2c1,49.0%
COCCNC(=S)Nc1ccc(Cl)cc1,2.0%
CCOc1cccc(OCCOCCOc2ccc(C)c(C)c2)c1,13.0%
O=C(O)CCN1C(=O)/C(=C2\C(=O)N(Cc3ccccc3Cl)c3ccccc32)SC1=S,39.0%
O=C1c2ccc(-c3nc4cc(Cl)ccc4c(=O)o3)cc2C(=O)N1c1cccc([N+](=O)[O-])c1,0.0%
COc1cc(C2NC(=O)NC(C)=C2C(=O)Nc2ccc(C)cc2)ccc1O (centres undefined),7.0%
COc1ccc(N(CC(=O)N2CCCC2)S(C)(=O)=O)c(OC)c1,2.0%
COC(=O)c1ccc(/C=C2/SC(=O)N(c3ccccc3)C2=O)cc1,2.0%
Cc1cc(/C=C2\C(=O)NC(=O)N(c3cccc(Cl)c3Cl)C2=O)c(C)n1C,27.0%
N#Cc1c(/N=C/c2c3ccccc3cc3ccccc23)sc2c1CCCC2,25.0%
CCOC(=O)C1=C(C)N=c2s/c(=C\C=C\c3ccccc3)c(=O)n2C1c1ccc(OC(C)=O)cc1 (centres undefined),41.0%
CCc1ccc(NC(=O)CC2Nc3ccccc3NC2=O)cc1 (centres undefined),10.0%
NC(=O)C(=O)NCc1ccc(Cl)cc1,0.0%

Quoted at random: five entries already listed, in no set order.
smiles,RNase H inhibition
O=C1c2ccc(-c3nc4cc(Cl)ccc4c(=O)o3)cc2C(=O)N1c1cccc([N+](=O)[O-])c1,0.0%
CCc1ccc(NC(=O)CC2Nc3ccccc3NC2=O)cc1 (centres undefined),10.0%
CCOC(=O)C1=C(C)N=c2s/c(=C\C=C\c3ccccc3)c(=O)n2C1c1ccc(OC(C)=O)cc1 (centres undefined),41.0%
COc1cc(C2NC(=O)NC(C)=C2C(=O)Nc2ccc(C)cc2)ccc1O (centres undefined),7.0%
NC(=O)C(=O)NCc1ccc(Cl)cc1,0.0%

The listing continues:
smiles,RNase H inhibition
C=CCn1c(SCc2ccc(C(=O)OC)cc2)nc2sc(C)c(C)c2c1=O,12.0%
COc1ccc(-c2ccc(/C=C3\C(=O)NN(c4ccc(Cl)c(Cl)c4)C3=O)o2)c([N+](=O)[O-])c1,34.0%
N#C/C(=C\c1ccccc1OCCOc1ccc([N+](=O)[O-])cc1)C(N)=O,57.0%*
COc1ccc(N2C(=O)NC(=O)/C(=C/c3ccc(-c4ccc(Cl)c([N+](=O)[O-])c4)o3)C2=O)cc1,42.0%
Cc1ccc2oc(C(=O)NCc3ccccc3)c(C)c2c1,25.0%
CC1(C)CC(NS(=O)(=O)c2ccc3ccccc3c2)CC(C)(C)N1,3.0%
Cc1ccc(F)c(NC(=O)NC2CCCCC2)c1,9.0%
CCOc1cc(C(=O)NCc2ccc3c(c2)OCO3)cc(OCC)c1OCC,13.0%
C(=N\N=C(\c1ccccc1)C12CN3CN(CN(C3)C1)C2)/c1cccnc1,8.0%
Cc1ccccc1NC(=O)/C(=C\c1cccnc1)NC(=O)c1ccccc1,0.0%
CCN1C(=O)/C(=C\c2ccc(-c3cccc(C(=O)O)c3)o2)SC1=S,2.0%
Cn1c(O)c(C=NC2CCCC2)c(=O)n(C)c1=O,7.0%
Clc1ccc(CN2CCN(c3ncccn3)CC2)cc1Cl,10.0%
O=C(COc1ccccc1Br)Nc1ccc(Cl)c(C(F)(F)F)c1,6.0%
O=C(c1c(Cl)ccc(F)c1F)N1CCN(c2ccc(Cl)cc2[N+](=O)[O-])CC1,4.0%
O=C(/C=C(/O)c1ccccc1)C(=O)Nc1ccc(Br)cc1,2.0%
CNc1ccc(Cl)cc1C(O)c1ccccc1 (centres undefined),4.0%
COc1ccccc1N1CCN(S(=O)(=O)c2ccc(Cl)cc2)CC1,2.0%
CC(/C=C/c1ccccc1)=N/NC(=O)c1cc(Br)cc(Br)c1O,10.0%
O=C(NC(=S)Nc1cccnc1)c1ccccc1Cl,10.0%
O=C(COc1ccc(Br)cc1Cl)NCc1cccnc1,0.0%
Fc1ccccc1OCCCCCCN1CCCCC1,0.0%
Cc1cc(N2CCCCC2)nc2cc(Cl)ccc12,21.0%
Fc1ccc(Cn2c3ccccc3c3nc4ccccc4nc32)cc1,12.0%
COc1cc2c(cc1OC)C(c1cccc(Cl)c1)N(Cc1cc(C)ccc1C)CC2 (centres undefined),11.0%
CCOc1cc(C(=O)Nc2ccc3c(c2)C(=O)c2ccccc2C3=O)cc(OCC)c1OCC,0.0%
CCOC(=O)C(=CNc1cccc(C)c1C)C(=O)OCC,6.0%
COc1ccccc1CC(=O)N1CCc2ccccc21,1.0%
CCN(CC)C(=O)c1ccc(CN(c2ccc(OC)cc2)S(=O)(=O)c2ccccc2)cc1,12.0%
O=C(Nc1cc([N+](=O)[O-])ccc1F)c1ccccc1Br,4.0%
O=C(CN(c1cccc([N+](=O)[O-])c1)S(=O)(=O)c1ccccc1)NCCSc1ccccc1,46.0%
O=C(NCc1ccncc1)c1cccc(Br)c1,7.0%
CCCOc1ccc(/C=C(\S)C(=O)O)cc1OC,10.0%
O=C(Nc1ccc2ccccc2c1)/C(=C\c1ccc(Br)cc1)NC(=O)c1ccccc1,47.0%
O=C(COc1ccc(Cl)cc1)N1CCN(C(=O)c2cccc(F)c2)CC1,0.0%
Cc1ccc(-c2nc3sccn3c2NC(=O)c2ccc(Cl)cc2)cc1,0.0%
O=C(Nc1ccc([N+](=O)[O-])cc1)C1COc2ccccc2O1 (centres undefined),0.0%
Cc1ccc(Cc2cnc(NC(=O)c3ccc(Br)cc3)s2)cc1,0.0%
COC(=O)c1ccccc1NC(=O)C1CC(=O)N(c2ccc(Br)cc2)C1 (centres undefined),30.0%
CC1=C(C(=O)Nc2ccc(Cl)cc2)C(c2cccc([N+](=O)[O-])c2)NC(=S)N1 (centres undefined),12.0%
Cc1ccc(C)c(N=Cc2cc([N+](=O)[O-])ccc2Cl)c1,10.0%
CC(C)CCCC(C)CCOC(=O)CN1CCOCC1 (centres undefined),15.0%
Cc1ccccc1-c1nc(C2CCCCC2)no1,23.0%
O=C(Nc1ccc(N2CCCCC2)cc1)c1cc(Cl)ccc1Cl,16.0%
CCCCSc1nnc2c(n1)OC(c1cccc([N+](=O)[O-])c1)Nc1ccccc1-2 (centres undefined),4.0%
CCOC(=O)c1nc(NC(=O)c2cc3ccccc3o2)sc1C,5.0%
CCOc1ccc(N=Cc2ccc(N3N=C(c4ccccc4)CC3c3ccccc3)cc2)cc1 (centres undefined),12.0%
COc1ccc(C2/C(=C(\O)c3ccc(C)cc3)C(=O)C(=O)N2CCCC(=O)O)cc1OC (centres undefined),2.0%
COC(=O)c1ccccc1C(=O)c1ccc2ccc3cccc4ccc1c2c34,32.0%
COc1ccc(C2=NN(C(=O)c3cccc([N+](=O)[O-])c3)C(c3cccc([N+](=O)[O-])c3)C2)cc1 (centres undefined),28.0%

Next part
smiles,RNase H inhibition
COc1ccc(NC(=O)c2sc3ccccc3c2Cl)cc1OC,7.0%
Cc1ccc(S(=O)(=O)N2CCC(=O)C(C)C2)cc1 (centres undefined),0.0%
O=S(=O)(NCc1ccco1)c1ccc(Cl)cc1Cl,6.0%
COC(=O)c1cc(-c2ccc(Cl)cc2)nc2ccc(C)cc12,9.0%
CCc1cccc(C)c1NC(=O)CSc1nc2ccccc2[nH]1,6.0%
Cc1c(C(=O)Nc2ccc(C(C)C)cc2)cccc1[N+](=O)[O-],2.0%
COc1cc(C(=O)N/N=C/c2ccc3c(c2)OCO3)ccc1O,5.0%
CN1CCC(=NNC(=O)CSCc2ccccc2)CC1,0.0%
Cc1ccccc1-c1cc(-c2cc(Cl)ccc2O)n[nH]1,9.0%
COc1ccc(OC)c(NC(=S)NC(=O)c2ccc(Cl)cc2)c1,15.0%
CC(=O)N1CCN(Cc2ccccc2)CC1,9.0%
COC(=O)c1ccc(OCC(O)Cn2c3ccccc3c3ccccc32)cc1 (centres undefined),20.0%
CN1C2=CC=CC=CC2=[N+](C)C12C=CC(=[N+]([O-])[O-])C=C2[N+](=O)[O-] (centres undefined),14.0%
CC1(C)CC(=O)CC(=Nc2ccc(F)cc2)C1,0.0%
CSC1=NC(C)=C(C(=O)Nc2ccccc2)C2(CCCCC2)C1C(N)=O (centres undefined),9.0%
O=C(COc1ccc(Br)cc1)Nc1cccc(-c2nc3ccccc3o2)c1,2.0%
CCOC(=O)c1ccc(N/C=C/C(=O)c2ccc(Br)cc2)cc1,8.0%
CCOc1ccc(N2C(=O)NC(=O)/C(=C\c3ccc(N(C)C)c(Br)c3)C2=O)cc1,13.0%
Cc1ccc(-c2cc(C(=O)O)c3cc(Br)ccc3n2)cc1,3.0%
NC(=O)C1CCN(C(=O)c2cccc(I)c2)CC1,0.0%
C/C(=N\Nc1cc(-n2nc(C)cc2C)nc(C)n1)c1ccc(Cl)c(Cl)c1,0.0%
CC(=Nc1ccc(N)cc1)C1=C(O)c2ccccc2C1=O,0.0%
O=[N+]([O-])c1ccc(OCc2ccccc2Cl)cc1,32.0%
O=C(c1cccc(Nc2nc(-c3ccccc3)c3cc(Cl)ccc3n2)c1)N1CCOCC1,8.0%
Cc1ccc(Nc2nc(-c3ccccc3)c3cc(Br)ccc3n2)c(C)c1,19.0%
Cc1ccc(-n2cc(/C=c3\sc4nc5cc(C)c(C)cc5n4c3=O)cn2)cc1C,0.0%
CC(C)(C#CCN1CCCCC1)OCCC#N,6.0%
O=C(O)c1ccc(NC(=O)c2cc3cc(Br)ccc3oc2=O)cc1,18.0%
O=C(Nc1ccncc1)c1ccccc1F,7.0%
CCOC(=O)C1=C(C)N=c2s/c(=C\c3ccccc3OC)c(=O)n2C1c1ccc(C)cc1 (centres undefined),6.0%
COc1ccc(NC(=O)c2ccc(CSc3ccc(Br)cc3)cc2)cc1,21.0%
Cc1ccc(NC(=O)/C=C\C(=O)O)cc1C,0.0%
O=c1c2c3c(sc2nc(SCc2ccccc2)n1Cc1ccccc1)CCC3,16.0%
O=C(NCCO)Nc1ccc(Cc2ccc(NC(=O)NCCO)cc2)cc1,8.0%
CCOc1ccc(OCCCOc2c(C)cccc2C)cc1,31.0%
Cc1ccc(-c2nc(-c3cccc([N+](=O)[O-])c3)no2)cc1,24.0%
CCCCOc1ccc(NC(=O)c2cccc(Br)c2)cc1,5.0%
CCOC(=O)C1=C(c2ccccc2)OC(N)=C(C#N)C1C1CCCCC1 (centres undefined),6.0%
CCCCCCCC(CCCC1CCCCC1)C(=O)Nc1ccccc1 (centres undefined),13.0%
CN1C(=O)C(=Cc2ccc(N(C)C)c(Br)c2)C(=O)N(C)C1=S,5.0%
CN(C)c1ccc(/C=N/Nc2cccc3cccnc23)cc1,43.0%
Cc1ccc(C(C)C)c(OCC(=O)N/N=C/c2cccs2)c1,6.0%
Cc1ccccc1/C=N/NC(=O)c1ccccc1C,5.0%
O=C(NNC(=O)c1ccccc1C(=O)O)c1cccc(Cl)c1,6.0%
CN(C)CCCNC(=O)c1cc(Cl)ccc1Cl,16.0%
Cc1ccc(N/C(N)=N/c2nc(C(F)(F)F)cc(=O)[nH]2)cc1,0.0%
CCOc1cc(/C=C2\C(=O)NC(=S)N(c3cccc(Cl)c3)C2=O)cc(I)c1OC,8.0%
CCOc1cc(C=C2C(=O)NC(=S)NC2=O)ccc1OC(=O)c1ccc(C)cc1,22.0%
COc1ccc(C(=O)CSc2n[nH]c(-c3ccncc3)n2)cc1[N+](=O)[O-],25.0%
CCN(CC)CCCNC(=S)Nc1ccccc1,4.0%
CCOC(=O)C1=C(C)N=c2s/c(=C\c3ccc(OCc4ccccc4Cl)c(OC)c3)c(=O)n2C1c1ccc(Cl)cc1 (centres undefined),0.0%

Bioassay records: PubChem, MTDP
